HSF1 inh – HSF1 inhibitors in luciferase reporter cells, primary screen, cell-based, NIH3T3, luminescence | NIH3T3-HGL HSE-luciferase, MG132-induced, luminescence 8 h; stronger effect = lower value | activity change, negative = inhibition, % at 7.5 µM (by protocol) | hit rate 0.77% among 300,000;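 active means more than half of replicate wells show activity change below -50%, luminescence cut by over half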;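 further: luciferase reports HSF-1 transcriptional activity via heat shock element; 0% = median of DMSO wells and -100% = zero luminescence signal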
GSK3 alpha inh – blockers of GSK3A enzyme activity – biochemical, luminescence, cell-free homogeneous, HTS, primary screen; GSK-3 alpha kinase, ADP-Glo luminescence, 60 min; inhibition, % at 10 µM; hit rate 0.1% among 320,000; AID 2650, 2010;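 in the data active means inhibition above about 50%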;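 further: GST-tagged GSK-3 alpha with peptide substrate and 25 µM ATP; 0% = DMSO neutral wells and 100% = GW8510 positive control wells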
Target sequence (P49840 whole entry, looked up): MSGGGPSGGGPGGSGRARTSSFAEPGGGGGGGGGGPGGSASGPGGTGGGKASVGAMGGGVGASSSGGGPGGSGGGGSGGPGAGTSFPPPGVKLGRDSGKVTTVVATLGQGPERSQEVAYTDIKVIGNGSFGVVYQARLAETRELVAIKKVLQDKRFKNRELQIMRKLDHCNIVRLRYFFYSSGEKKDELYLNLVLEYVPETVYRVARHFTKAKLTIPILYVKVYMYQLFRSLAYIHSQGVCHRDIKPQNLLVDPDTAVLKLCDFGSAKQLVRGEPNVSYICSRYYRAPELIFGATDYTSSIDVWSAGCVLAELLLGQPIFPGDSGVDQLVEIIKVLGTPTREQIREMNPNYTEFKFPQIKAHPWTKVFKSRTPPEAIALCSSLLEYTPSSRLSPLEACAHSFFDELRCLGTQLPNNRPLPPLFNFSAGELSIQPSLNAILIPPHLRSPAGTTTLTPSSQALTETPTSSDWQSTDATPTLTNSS
GSK3B inh – human GSK3beta kinase inhibitors, primary screen, biochemical, cell-free homogeneous, HTS. Glycogen synthase kinase-3 beta (Homo sapiens), P49841. GST-GSK3beta kinase, ADP-Glo luminescence, 60 min; stronger effect = lower value. activity score (negative = inhibition), % at 10 µM. hit rate 0.038% among 300,000. AID 2097, 2009;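 active means more than half of replicate wells score below -50%, meaning over 50% inhibition versus plate controls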;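 further: 0% = median DMSO wells and -100% = median GW8510 positive control wells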
Target sequence (P49841 whole entry, looked up): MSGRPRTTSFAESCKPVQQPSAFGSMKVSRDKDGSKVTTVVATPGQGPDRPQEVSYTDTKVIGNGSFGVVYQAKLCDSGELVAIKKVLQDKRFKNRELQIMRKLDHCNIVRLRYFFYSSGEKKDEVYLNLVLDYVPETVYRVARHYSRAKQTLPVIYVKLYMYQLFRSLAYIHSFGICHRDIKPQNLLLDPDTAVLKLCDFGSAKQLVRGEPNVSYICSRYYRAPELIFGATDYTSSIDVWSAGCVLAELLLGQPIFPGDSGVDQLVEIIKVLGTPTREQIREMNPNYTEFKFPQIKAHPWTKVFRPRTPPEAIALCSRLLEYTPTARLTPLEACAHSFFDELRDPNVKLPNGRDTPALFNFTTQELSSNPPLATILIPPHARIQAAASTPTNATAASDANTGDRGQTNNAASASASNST
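test system = GST-tagged human GSK3beta kinase, cell-free | reagent = 25 µM ATP with peptide substrate | dosing = one dose of 10 µM per compound | schedule = 60 min reaction, RT | detection = luminescent ADP-Glo measurement of ADP formed | control set = DMSO neutral wells and GW8510 at 20 µM as positive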
HIF act – HIF pathway transcriptional activators, primary screen, cell-based, U2OS HRE-luciferase, luminescence. activation, % at 7.5 µM (by protocol). U2OS HRE-luciferase reporter; normalized: DMSO 0%, desferrioxamine 100%. hit rate 0.32% among 300,000;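 active means mean activation of at least 10% of the iron chelator positive control signal, with at least half of replicates also reaching 10%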
KLF5 inh – KLF5 expression inhibitors, primary screen, DLD-1 cells, luminescence | DLD-1 KLF5 promoter-luciferase reporter | inhibition, % at 5 µM | hit rate 0.23% among 290,000 | AID 1700, 2009;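 active means inhibition above a per-plate limit of that plate's mean compound inhibition plus 3 SD, cut at about 60% in these data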;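 further: 0% = DMSO wells and 100% = LY294002 at 200 µM; higher means less KLF5 promoter-driven luciferase light; inactives centre near -14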
HSF-1 act – HSF-1 activators, primary screen, NIH3T3-HGL cells, MG132 stress, luminescence, single point | NIH3T3-HGL HSF-1 luciferase reporter, 8 h; 100% = twice DMSO control signal | activation, % at 9 µM | hit rate 1.7% among 300,000;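 active means mean replicate activation of at least 50% with a set share of replicates each reaching 50%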;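 further: 0% = median of the neutral control wells and 100% = twice that signal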
IEC-6 tox – cytotoxicity in IEC-6 intestinal epithelial cells, primary screen, cytotoxicity control for KLF5 inhibitor project, cell-based, luminescence; IEC-6 cytotoxicity, luminescence viability; inhibition, % at 5 µM; hit rate 0.78% among 290,000; AID 1825, 2009; in the data active means inhibition above about 22%;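 further: 0% = plate median of test compound wells and 100% = cytotoxic reference compound wells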
HSP90 inh – HSP90 inhibitors, primary screen, cell lysate, luminescence | Rabbit reticulocyte lysate, luciferase refolding luminescence, 3 h | hit rate 0.91% among 290,000 | inhibition, % at 5.6 µM | Heat shock protein HSP 90 (rabbit reticulocyte lysate; luciferase refolding);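 active means inhibition above the screen-wide mean plus 3 SD, computed separately per campaign, cut at about 16% in these data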;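 further: 0% = DMSO wells and 100% = 60 µM geldanamycin wells; inhibitors lower the luminescence because luciferase stays unfolded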
AI-2 QS mod – Vibrio harveyi AI-2 quorum sensing modulators, primary screen, JMH597 strain, luminescence/OD600 ratio. Vibrio harveyi JMH597 AI-2 luminescence/OD600 ratio, 9 h; stronger effect = lower value; strain lacks LuxN and CqsS sensors; 0 = neutral-control median. activity change, % at 7.5 µM. hit rate 0.4% among 300,000. AID 2094, 2009; in the data active means activity change below about -75%, passing the limit was not always enough;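 further: luminescence divided by OD600 gain over 9 h not by final OD600 alone; inactives centre near 13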
aSyn UTR inh – MLPCN primary screen, SNCA 5' untranslated region; alpha-synuclein 5'UTR reporter, inhibitor activity; inhibition, % (tested at 7.5 µM); hit rate 0.82% among 300,000; AID 1813, 2009; in the data active means inhibition above about 60%;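 further: H4 neuroglioblastoma cells stably carrying SNCA 5'UTR luciferase fusion; 0% = DMSO wells and 100% = positive control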
Starred values were filed as active, the others as inactive; nt = not tested or not shown.

SMILES | HSF1 inh | GSK3 alpha inh | GSK3B inh | HIF act | KLF5 inh | HSF-1 act | IEC-6 tox | HSP90 inh | AI-2 QS mod | aSyn UTR inh
Cc1nn(Cc2ccc(Cl)cc2)c(C)c1NC(=O)/C=C/c1cnn(C)c1 | 11 | -3 | 0 | 0.0 | 7 | 22 | 1 | 0 | 11 | 22
O=C(COc1ccc(/C=N/NS(=O)(=O)c2ccccc2)cc1)Nc1ccc(F)cc1 | -14 | -2 | 6 | 0.0 | 3 | -5 | 7 | 0 | 23 | -7
COc1ccc(NC(=O)C2C3C=CC4(O3)C2C(=O)N(CCN2CCCCC2)C4C(=O)NC2CCCCC2)cc1 (stereo unspecified) | 1 | -3 | nt | 1.3 | -14 | 7 | -5 | -3 | nt | -2
COc1ccc2[nH]c3c(c2c1)CCN1C(=O)N([C@@H](C)C(=O)NC2CCN(Cc4ccccc4)CC2)C(=O)[C@]31C | 3 | 3 | 1 | 0.2 | -14 | 0 | -1 | 3 | -2 | -14
CN(C)S(=O)(=O)c1ccc(=S)[nH]c1 | 7 | nt | -2 | -0.2 | 7 | 7 | 6 | 6 | 2 | -14
Cc1cc(NC(=O)CSc2nc(Cc3ccccc3)c(C)[nH]2)no1 | 4 | -1 | -5 | 0.0 | -28 | -1 | -13 | -2 | 29 | -12
CCCc1c(C(=O)N/N=C/C(C)=C/c2ccccc2)nnn1-c1nonc1N | 1 | -1 | -1 | 0.3 | -38 | -11 | -1 | 3 | 7 | -67
O=C(CSc1nccn1Cc1ccco1)Nc1ccccc1F | 5 | 2 | -2 | 1.1 | -59 | 5 | 4 | -1 | 4 | -24
CC(=O)c1ccc(NC(=O)CSc2nc(C3CC3)nc3ccccc23)cc1 | 47 | 1 | 0 | -1.0 | -8 | 33 | 17 | -5 | 19 | -1
CCCN1CCC(NC(=O)CC2C(=O)NCCN2Cc2cccc(OC)c2)CC1 (stereo unspecified) | -2 | -1 | -5 | 0.2 | 10 | -10 | 4 | 1 | 15 | 5

Overlap with the part before: 3 compounds, followed by the next part.
SMILES | HSF1 inh | GSK3 alpha inh | GSK3B inh | HIF act | KLF5 inh | HSF-1 act | IEC-6 tox | HSP90 inh | AI-2 QS mod | aSyn UTR inh
O=C(CSc1nccn1Cc1ccco1)Nc1ccccc1F | 5 | 2 | -2 | 1.1 | -59 | 5 | 4 | -1 | 4 | -24
CC(=O)c1ccc(NC(=O)CSc2nc(C3CC3)nc3ccccc23)cc1 | 47 | 1 | 0 | -1.0 | -8 | 33 | 17 | -5 | 19 | -1
CCCN1CCC(NC(=O)CC2C(=O)NCCN2Cc2cccc(OC)c2)CC1 (stereo unspecified) | -2 | -1 | -5 | 0.2 | 10 | -10 | 4 | 1 | 15 | 5
Cn1c(Cn2c(=O)sc3ccccc32)nnc1SCC(=O)Nc1ccc2c(c1)OCO2 | -3 | nt | -10 | -0.2 | 12 | 5 | 6 | -1 | 14 | 13
CCOc1cc(-c2ccccc2)nc(N)n1 | -2 | 0 | 2 | 2.7 | -27 | 2 | 6 | 2 | 27 | -112
CCOc1cc(S(=O)(=O)Nc2ccncc2)ccc1F | 1 | -4 | 1 | 1.9 | -17 | 10 | 3 | -2 | 19 | 0
C/C(Cc1ccccc1)=N\NC(=O)CNC(=O)COc1cccc(C)c1 | 0 | -2 | 0 | 0.3 | -8 | -3 | 1 | 0 | 27 | 0
Cc1csc(NC(=O)c2cccs2)n1 | 10 | -5 | 0 | 6.7 | -66 | 21 | 2 | -3 | 12 | -112
Cc1ccc(-c2nc(CN(Cc3cnn(C)c3)C(C)C)c(C)o2)o1 | -3 | 0 | 2 | -1.4 | -17 | -1 | 7 | 3 | 17 | 13
CCCCN1C(=O)C(NC(=O)c2cccnc2)(C(F)(F)F)C2=C1CC(C)(C)CC2=O (stereo unspecified) | -1 | 0 | 0 | -0.3 | -16 | 4 | 4 | 3 | 19 | -7
CCOc1ccccc1Nc1ccc(C(=O)O)cc1NC(C)=O | nt | -1 | nt | nt | -11 | nt | -3 | -3 | nt | nt
COc1cc2c3nnc(-c4ccccc4)c-3cn(Cc3ccc(F)cc3)c2cc1OC | -4 | 1 | 4 | -0.4 | -6 | 0 | 2 | -2 | 8 | -10
CCOc1ccc(NC(=O)CN2CCN(CC(=O)Nc3cccc(F)c3)CC2)cc1 | nt | 0 | nt | nt | -2 | nt | 3 | 2 | nt | nt
COc1ccc(N2CCN(C(=O)CSc3nnc(Cn4nnc5ccccc54)n3C)CC2)cc1 | 5 | 0 | -1 | nt | -14 | -4 | 4 | 4 | 17 | 6
COC(=O)C1=C(C)N(C)C(=O)/C1=C\c1cccs1 | 0 | -1 | 4 | -0.2 | -37 | -5 | 3 | 4 | 5 | -43
Cc1cccc(C(=O)Nc2ccc(C(=O)N/N=C/c3ccco3)cc2)c1 | 11 | -2 | 0 | 0.9 | nt | 36 | nt | nt | 9 | -10
COc1cc(Cl)ccc1OCc1cc(C(=O)N2CCCCC2c2cccnc2)no1 (stereo unspecified) | 7 | -2 | 18 | 0.7 | 14 | -15 | 3 | 8 | 10 | -6
COC(=O)c1ccc([C@@H]2C[C@H]3CN(Cc4cccnc4)C(=O)[C@]34CCCN24)cc1 | nt | -1 | -3 | -0.5 | 18 | nt | 4 | 3 | 2 | 4
CC(=O)Nc1ccc(S(=O)(=O)Oc2ccc(C=O)cc2)cc1 | -1 | 0 | -2 | 0.0 | -6 | -3 | -2 | 4 | 17 | 5
Cc1ccc(NC(=O)N2CCSc3ccccc32)cc1 | 4 | 0 | 2 | 1.1 | -24 | 13 | 2 | 1 | 5 | -24
COc1ccc(C(=O)/C=C/c2ccc(C)cc2)c(OC(=O)c2ccc([N+](=O)[O-])cc2)c1 | -5 | 3 | 1 | -0.9 | -15 | 14 | 0 | -3 | 20 | -87
COc1cccc(C2=NOC(C(=O)Nc3cccnc3Cl)C2)c1 (stereo unspecified) | -1 | 3 | -1 | 0.2 | -9 | 8 | 6 | 1 | 15 | -2
COc1ccc(-c2nc3c(c(=O)[nH]c(=O)n3Cc3ccccc3)n2CCO)cc1 | 4 | -1 | 2 | -2.0 | -14 | -11 | -4 | -4 | 14 | 16
COC(=O)C1=CN(CC2CCCO2)C=C(C(=O)OC)C1c1ccccc1C(F)(F)F (stereo unspecified) | 9 | 1 | nt | -0.4 | 16 | -5 | 1 | 1 | nt | -7
O=C(CSc1nnnn1Cc1ccccc1)c1ccc(F)cc1 | 4 | 0 | 1 | 0.0 | -7 | 2 | 5 | 3 | 25 | -12
COc1ccc(C2C(C(N)=O)=C(C)Nc3nc(-c4cccc(Cl)c4)nn32)cc1OC (stereo unspecified) | -6 | 0 | 3 | -0.4 | -18 | -1 | 0 | 9 | 6 | -40
O=C(NCc1ccccn1)Nc1ccccc1C(F)(F)F | 4 | -1 | 2 | -0.4 | -22 | 2 | 4 | -3 | 17 | -8
Cc1ccc(CN2CCN(Cc3cnn(-c4ccc(Cl)cc4)c3)CC2CCO)o1 (stereo unspecified) | -1 | -1 | 1 | 0.9 | -32 | 23 | -2 | 4 | 9 | 25
Cn1c(=O)n(Cc2ccccc2F)c(=O)c2c1nc1n2CCCN1CCc1ccccc1 | 0 | 1 | 2 | 0.0 | -18 | 16 | -4 | -1 | 5 | 16
Cc1cc(C)n(C(=O)Cn2nc(C)c(Br)c2C)n1 | 4 | -1 | 3 | 1.4 | -16 | 28 | -3 | -4 | 11 | -6
CCCCCCCCCc1nc2sc3c(c2c(=O)n1NC(=O)c1ccccc1[N+](=O)[O-])CC(C)(C)OC3 | 0 | 0 | -4 | 0.0 | -19 | 20 | -1 | -2 | 36 | 11
COC(=O)c1ccc2c(=O)n(CC3CCCO3)c(SCC(=O)NCCc3ccc(S(N)(=O)=O)cc3)nc2c1 (stereo unspecified) | -2 | 1 | -2 | 0.1 | -8 | 16 | 5 | -6 | 15 | -4
O=CN1CCN(C(=O)COc2ccc(Cl)cc2Br)CC1 | -2 | -5 | -1 | -0.1 | 0 | 7 | -1 | 0 | 10 | -16
Cc1c(NC(=O)c2ccc(NC(=O)C3CC3)cc2)cccc1C(=O)O | -3 | -1 | 5 | -0.2 | -22 | -18 | -12 | 24* | 21 | 17
O=C1CC(c2ccccc2Oc2cccc(Cl)c2)C(n2cncn2)C(=O)C1C1NCCc2ccccc21 (stereo unspecified) | 8 | 0 | 4 | 0.1 | -5 | 7 | -5 | -1 | 26 | 3
CCCCCCc1c(C)[nH]c2nc3ccccc3n2c1=O | -4 | -2 | -5 | 1.4 | -13 | -11 | -2 | -3 | 2 | 19
CC(c1nccs1)N(C)C(=O)c1ccc(OC2CCN(CCc3ccccc3)CC2)cc1 (stereo unspecified) | -2 | 1 | 1 | 0.3 | 0 | -2 | 0 | 0 | 2 | -8
CCOC(=O)C1Cc2c([nH]c3ccccc23)CN1 (stereo unspecified) | 3 | 0 | -1 | 3.1 | -50 | -11 | -3 | 0 | 15 | -27
O=S(=O)(c1ccccc1)N1CCC2(CC1)OCCN2S(=O)(=O)c1cccs1 | -1 | nt | 1 | -0.5 | nt | 14 | nt | nt | 15 | 17
COc1cccc(N2CCN(Cc3nc4scc(-c5ccccc5)c4c(=O)[nH]3)CC2)c1 | 0 | -4 | 5 | 2.6 | -2 | -1 | 6 | 1 | 68 | -20
C/C(=N/NC(=O)Nc1ccccc1)c1ccc(C)cc1 | 3 | -3 | 2 | 0.1 | -12 | -2 | -7 | -5 | 29 | -43
Cc1ccc2oc(C(=O)Nc3ccc(S(=O)(=O)Nc4ncccn4)cc3)c(C)c2c1 | -7 | 1 | -1 | 0.0 | -17 | -2 | -2 | 3 | 4 | 1
Cc1ccc(S(=O)(=O)N2CCOCC2)cc1C(=O)N1CC(C)OC(C)C1 (stereo unspecified) | 2 | 0 | 0 | -0.4 | nt | 2 | nt | nt | 15 | 19
CC(C)=CC(=O)OCC(=O)Nc1ccc(SC(F)F)cc1 | 3 | -7 | -3 | 0.2 | 4 | 25 | 6 | -1 | -87* | 10
O=C(c1ccoc1)N1CCCC(N2CCN(c3ccc(F)cc3)CC2)C1 (stereo unspecified) | 4 | -1 | 1 | 0.1 | -44 | -11 | -2 | -3 | 17 | -10
COc1ccc([N+](=O)[O-])cc1C1NN=C(c2cccc3ccccc23)S1 (stereo unspecified) | 1 | 0 | -3 | 0.4 | 0 | 5 | -3 | -13 | 6 | 26
CCOc1cc(/C=N/O)ccc1OCc1ccccc1F | 2 | 2 | -1 | 0.7 | -25 | -1 | -3 | -4 | -2 | -19
CSc1ccc(NC(=O)c2cccnc2)cc1C#N | -4 | -2 | 5 | 0.5 | -20 | -6 | 0 | 2 | 6 | -5
